CCT modulator = changes cytosolic chaperonin activity. 360,000 tested, 0.3% active. purified chaperonin ATPase assay, HTRF ADP detection, 30 min. activity change, % (concentration not given with the values), hits read low. AID 651819; in the data active = activity change below about -30%; note: % is set by controls: 0 for no effect and ±100 for the full control effect
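TRiC (40 or 20 nM final, by batch activity) in 30 mM Tris pH 7.4, 100 mM KCl, 5 mM MgCl2, 1 mM DTT was treated with compound at 76 uM single dose, then 10 uM ATP, 30 min at 37 °C. ADP was read by HTRF Transcreener.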
Akt phos inh = inhibitors of Akt phosphorylation; Neuro2A IGF-stimulated pAkt S473 HTRF, 20 min; hits give low values; AID 651550; activity change, % for hits at 50 µM; 360,000 tested, 0.32% active; in the data active = activity change below about -80%; inconclusive = mostly about -51% to -80%; note: % is set by controls: 0 for no effect and ±100 for the full control effect
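Neuro2A cells in DMEM with 0.5% FBS, overnight at 37 deg C, given compound at single 50 µM final, then IGF (6 nM final) for 20 min at 37 deg C. Lysed; phospho-Akt Ser473 by HTRF after 24 h, 665/615 ratio.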
Nrf2 inh = Nrf2 pathway inhibition. A549 ARE-Fluc reporter, luciferase luminescence, 18-24 h. Potency, µM (series often up to 46 µM), for inactives: at the top dose activity change, negative = inhibition, usual class: inhibitors. 360,000 tested, 2.1% active. AID 504444; note: potency is the fitted concentration of half-maximal effect; % is set by controls: 0 for no effect and ±100 for the full control effect; nearly all actives have a fitted effect of over 60% in size
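A549 ARE_Fluc cells (5000/well, 5% FBS OPTI-MEM) pre-incubated 2 h, then treated with compounds 18-24 h at 37C/5% CO2 in concentration-response. CellTiter-Fluor viability read first; BugLite luciferase luminescence after 15 min at room temperature gives Nrf2 activity.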
Abeta rescue = A-beta toxicity reversal in yeast; yeast expressing A-beta42, growth rescue, OD600, 48 h; response scale: 0% DMSO, 100% iron-clioquinol control; Potency, µM (highest dose often 46.1 µM), without a hit: at the top dose growth rescue, hits mostly activators; 410,000 tested, 0.063% active; AID 1347071; note: potency is the fitted concentration of half-maximal effect; nearly all actives have a fitted effect of over 55% in size
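Yeast A-beta toxicity model in growth medium with pinned compounds, 48 h at 30 C; growth read as absorbance at 600 nm. Normalized to FeCl3/clioquinol equimolar mix (positive) and DMSO (negative).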
HepG2 viability = HepG2 cytotoxicity, counter-screen for TGF-b inhibitors | HepG2 CAGA-GFP viability, ATP luminescence, 18 h | Potency, µM (doses to about 46.1 µM), for inactives: at the highest dose activity change, negative = cytotoxicity, most hits filed as cytotoxic | 410,000 tested, 0.76% active | AID 588856; note: potency is the fitted concentration of half-maximal effect; some results filed as inactive show a strong effect at the top dose
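HepG2 CAGA-GFP cells (1000/well, DMEM with 1% FBS) received compound, then TGF-beta at 500 pg/mL final, and were incubated 18 hours at 37 degrees C. Viability was read by CellTiter-Glo luminescence. Media-only wells were set as complete cell-killing and DMSO as no toxicity.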
A549 viability = counter-screen for Nrf2 inhibitors: cytotoxicity in A549 cells; A549 ARE-Fluc cells, CellTiter-Fluor viability, 18-24 h; Potency, µM (highest dose often 46 µM), without a hit: at the top dose activity change, negative = cytotoxicity, actives largely listed as inhibitors; 390,000 tested, 0.16% active; AID 504648; note: potency is the fitted concentration of half-maximal effect; % is set by controls: 0 for no effect and ±100 for the full control effect
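Cytotoxicity counterscreen: CellTiter-Fluor fluorescence was measured in A549 ARE_Fluc cells after 18-24 h of compound exposure in a concentration series. The subsequent BugLite luminescent read reports ARE-luciferase activity.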
Mm-Cpn inhibitor = blocks the Methanococcus maripaludis chaperonin Mm-Cpn. purified Mm-Cpn ATPase, ADP Transcreener TR-FRET. Potency, µM (top dose mostly 76.9 µM), for the others: at the highest dose activity, negative = inhibition, actives largely listed as inhibitors. 330,000 tested, 0.031% active; note: potency is the fitted concentration of half-maximal effect; % is set by controls: 0 for no effect and ±100 for the full control effect; nearly all actives have a fitted effect of over 80% in size
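ATPase read-out: TR-FRET ADP immunoassay (anti-ADP Eu cryptate vs ADP-d2), ex 320 nm, em 590/665 nm; signal drops as ADP forms. Enzyme 25 nM, ATP 10 uM, 30 min at 37°C after 10 min compound preincubation.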
TGFb inhibitor = inhibitors of TGF-b signaling. HepG2 CAGA-GFP TGF-b/SMAD3 reporter, GFP fluorescence, 18 h; TGF-beta stimulated, 500 pg/mL final. Potency, µM (doses to about 46.1 µM), for inactives: top-dose activity, negative = inhibition, most hits filed as inhibitors. 410,000 tested, 1.2% active. AID 588855; note: potency is the fitted concentration of half-maximal effect; % is set by controls: 0 for no effect and ±100 for the full control effect; nearly all actives have a fitted effect of over 65% in size
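HEPG2 CAGA-GFP, 1000 cells/well; 2 h settle, 37 C; cpd via pin tool; TGF-b 500 pg/mL final; 18 h, 37 C; GFP imaging ex488/em500-530; %Activity normalised to -TGF-b and +DMSO controls; CRC fit, curve class.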
Nrf2 activator = Nrf2 pathway activation | AREc32 ARE-luciferase reporter (MCF7-derived line), luminescence, 24 h | Potency, µM (series often up to 46.1 µM), for the others: at the top dose activation, most hits filed as activators | 410,000 tested, 0.31% active | AID 624171; note: potency is the fitted concentration of half-maximal effect; % of control where 0% means no effect; nearly all actives have a fitted effect of over 65% in size
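ARE-driven firefly luciferase activity in AREc32 cells measured after a 24 hr compound exposure at 37 deg C, using Steady-Glo reagent and a 30 min room-temperature hold.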
* = called active by the depositor; i = inactive; ? = inconclusive; . = not tested or not shown; & = joins results of further samples; [ ] = another dose, or the depositor's remark. Unless noted, calls come from the whole dose curve; as a rule, active = well fitted curve in the direction sought with a large enough effect; inconclusive = small, poorly fitted or top-dose-only effect, or another doubt; inactive = no such curve, though single readings can be large; an effect the other way counts as inactive or inconclusive. Random draw from the library; any-hit rate near 4.3%.

SMILES | CCT modulator | Akt phos inh | Nrf2 inh | Abeta rescue | HepG2 viability | A549 viability | Mm-Cpn inhibitor | TGFb inhibitor | Nrf2 activator
O=C(Nc1cccc(S(=O)(=O)N2CCCCCC2)c1)C1CC(=O)N(c2ccc3c(c2)OCCO3)C1 (stereo unspecified) | -0.1 | i | ? | -5% | -31% | -5% | 0% | ? | -0.3%
Cc1ccc(Nc2cc(=O)[nH]c(=O)[nH]2)cc1Cl | -0.1 | i | ? | 8% | 6% | 17% | 3% | ? | -0.9%
CCOC(=O)N1CCN(C(=O)C(C)n2nc(C)n3c(cc4sccc43)c2=O)CC1 (stereo unspecified) | -1.1 | i | -19% | 4% | -9% | -2% | ? | ? | -0.2%
CCOc1cc(C(=O)NCCOC)ccc1OC | -1.2 | i | . | -6% | -37% | -9% | -7% | 4% | -0.7%
Cc1ccc(Cl)cc1N1CCN(C(=O)Cn2cnc3nc4c(cc3c2=O)CCCC4)CC1 | . | . | . | -5% | -18% | -1% | . | -5% | 3.6%
CCCn1c(SCC(=O)Nc2ccc3c(c2)CCC3)n[nH]c1=O | -2.7 | i | -12% | 9% | -7% | 0% | 2% | 2% | 0.0%
CC1CCCCN1CCNC(=O)C1CCN(S(=O)(=O)c2cccc3nsnc23)CC1 (stereo unspecified) | -34* | . | 6% | -13% | -3% | 1% | 2% | 4% | 0.4%
CCOC(=O)C(NC(C)=O)(Nc1ccc(F)cc1)C(F)(F)F (stereo unspecified) | -3.2 | i | . | 7% | -50% | 3% | -1% | -1% | 0.3%
Cc1cc(OC(=O)c2ccccc2[N+](=O)[O-])c([N+](=O)[O-])c(=O)[nH]1 | -1.4 | i | 18% | 3% | 1% | 3% | 1% | 12% | -0.5%
N#CC1=C(N)Oc2cc(N)ccc2C1C1CC=CCC1 (stereo unspecified) | 1.8 | i | ? | 13% | -1% | . | -4% | -6% | -0.5%
COc1cc(/C=N/NC(=O)COc2c(C)cc([N+](=O)[O-])cc2C)ccc1OC(=O)c1ccccc1Br | -0.4 | i | ? | -17% | -15% | 0% | -7% | ? | 0.5%
O=C1C2CCCCN2C(=O)N1CCN1CCN(c2ccc([N+](=O)[O-])cc2)CC1 (stereo unspecified) | 1.2 | i | ? | 3% | -29% | ? | 1% | ? | -0.2%
CC(C)C(=O)N1CCN(c2ccccc2NC(=O)c2cc([N+](=O)[O-])ccc2N2CCOCC2)CC1 | -0.5 | i | ? | 11% | -8% | 0% | -3% | 4% | -2.1%
CCOC(=O)c1c(C)[nH]c(CCC(=O)NCc2ccc(OC)c(OC)c2)c1C | . | . | . | -6% | 2% | -9% | . | 0% | -0.7%
Cc1ccc(N(CC(=O)Nc2ccc(Br)c(C)c2)S(=O)(=O)c2c(C)[nH]c(=O)[nH]c2=O)cc1 | 1.5 | i | 0% | 18% | -1% | -2% | -10% | -14% | 0.0%

Record cards (already shown):
`CC1CCCCN1CCNC(=O)C1CCN(S(=O)(=O)c2cccc3nsnc23)CC1` (stereo unspecified) across the screens: CCT modulator: -34*; Akt phos inh: .; Nrf2 inh: 6%; Abeta rescue: -13%; HepG2 viability: -3%; A549 viability: 1%; Mm-Cpn inhibitor: 2%; TGFb inhibitor: 4%; Nrf2 activator: 0.4%
`N#CC1=C(N)Oc2cc(N)ccc2C1C1CC=CCC1` (stereo unspecified) across the screens: CCT modulator: 1.8; Akt phos inh: i; Nrf2 inh: ?; Abeta rescue: 13%; HepG2 viability: -1%; A549 viability: .; Mm-Cpn inhibitor: -4%; TGFb inhibitor: -6%; Nrf2 activator: -0.5%

(more compounds)
SMILES | CCT modulator | Akt phos inh | Nrf2 inh | Abeta rescue | HepG2 viability | A549 viability | Mm-Cpn inhibitor | TGFb inhibitor | Nrf2 activator
O=C(CN1CCc2ccccc2C1)c1cccs1 | -1.2 | i | . | 9% | -11% | 7% | -5% | ? | 5.2%
CCC(C(=O)NC1CCCCC1)n1nc(C)c2sc3ccccc3c2c1=O (stereo unspecified) | . | . | 3% | -11% | 3% | -3% | . | ? | 0.2%
COc1ccc2c(CNC3CCCCCC3)c(C(=O)O)n(Cc3ccccc3F)c2c1 | . | . | 23% | -5% | 13% | -8% | . | ? | -0.5%
O=S(=O)(Nc1ccc2nc(N3CCOCC3)sc2c1)c1ccccc1 | -0.3 | i | 11% | 2% | -3% | -3% | 0% | 8% | -0.3%
COc1cccc(NC(=O)CCNC(=O)Cn2ccc3ccccc3c2=O)c1 | -1.0 | i | 6%[9.27 µM] | -1%&21% | -15%&-3% | 1%&-3% | 0% | ? | 0.5%&-0.2%
O=C(COc1ccc(Cl)cc1)NCc1nnc(SCC(=O)NCC2CCCO2)o1 (stereo unspecified) | 0.1 | i | 12% | -6% | 4% | 4% | -2% | 2% | -0.2%
O=S(=O)(Nc1ccc(-c2ccc(N3CCCC3)nn2)cc1)c1ccc(Cl)cc1 | . | . | . | -36%[inhibitor] | -24% | -22% | . | 0% | 3.8%
CCCc1ccc2oc(C(=O)NCCN3CCCC(C(N)=O)C3)c(C)c2c1 (stereo unspecified) | -0.8 | i | 10% | -11% | -46% | 2% | -3% | -11% | 6.9%
CC(=O)Nc1ccc2nc(-c3ccccn3)[nH]c2c1 | -3.4 | i | 22% | 0% | -31% | -4% | -12% | -4% | -0.2%
CCNc1nc(OC)nc(N2CCC(Cc3ccccc3)CC2)n1 | -1.4 | i | -14% | 6% | -7% | 4% | 1% | ? | 0.3%
O=C1CSC2(C(=O)N(Cc3ccccc3F)c3ccccc32)N1c1ccc(F)cc1 (stereo unspecified) | . | . | ? | -38% | -2% | -2% | . | -1% | 6.0%
O=c1cc(CN2CCC3(CC2)OCCO3)c2c(ccc3ccccc32)o1 | -0.3 | i | -14% | -25% | -1% | 3% | 1% | ? | 0.2%
Clc1ccc2nc(-c3ccc(N4CCOCC4)cc3)c(Nc3ccccc3)n2c1 | . | . | 1%[9.27 µM] | -13% | -38% | 8% | . | 9% | 5.3%
COc1cc(-c2nc(-c3cccc(Cl)c3)c(-c3ccccc3)[nH]2)cc(OC)c1OC | . | . | ? | -14% | -24% | -17% | . | ? | -1.2%
CCOC(=O)c1c(S(=O)(=O)N2CCC(C(=O)Nc3ccc(F)cc3F)CC2)c(C)n(C)c1C | . | . | . | -4% | -8% | 1% | . | -9% | 1.7%

Look-ups from the results shown.
In A549 viability, O=S(=O)(Nc1ccc(-c2ccc(N3CCCC3)nn2)cc1)c1ccc(Cl)cc1 reads -22%
In CCT modulator, O=C(CN1CCc2ccccc2C1)c1cccs1 reads -1.2
In Abeta rescue, O=C(COc1ccc(Cl)cc1)NCc1nnc(SCC(=O)NCC2CCCO2)o1 (stereo unspecified) reads -6%
In TGFb inhibitor, CCOC(=O)c1c(S(=O)(=O)N2CCC(C(=O)Nc3ccc(F)cc3F)CC2)c(C)n(C)c1C reads -9%
In Nrf2 activator, O=c1cc(CN2CCC3(CC2)OCCO3)c2c(ccc3ccccc32)o1 reads 0.2%
In Nrf2 activator, COc1ccc2c(CNC3CCCCCC3)c(C(=O)O)n(Cc3ccccc3F)c2c1 reads -0.5%

Carrying on:
SMILES | CCT modulator | Akt phos inh | Nrf2 inh | Abeta rescue | HepG2 viability | A549 viability | Mm-Cpn inhibitor | TGFb inhibitor | Nrf2 activator
COc1ccc(N2CCN(C(=O)CN3c4cccc5cccc(c45)S3(=O)=O)CC2)cc1 | -0.8 | i | ? | 12% | 0% | -13% | -4% | -15% | 0.6%
CSc1ccccc1C(=O)Nc1cc(C)ccc1C | 0.7 | i | 1% | 1% | -1% | 15% | 3% | 5% | 0.1%
CN1CCc2c(sc3c2C(=O)NC(/C=C\c2ccccc2)N3)C1 (stereo unspecified) | 1.7 | i | 12% | -32%[inhibitor] | -17% | 2% | -8% | ? | 6.1%
O=C(O)CNC1=NCCCCC1 | -5.8 | i | 4% | -1% | -1% | 2% | 1% | 0% | 0.2%
CCc1cccc2c(C(=O)CN3C(=O)NC4(CCCCC4)C3=O)c[nH]c12 | -2.5 | i | ? | 4% | 24% | -18% | -2% | 97%[activator] | 4.3%
C/C(=N\NC(=O)CSc1ncccn1)c1ccc2c(c1)OCCO2 | -2.7 | i | 28% | -6% | 0% | 1% | 1% | 5% | 0.8%
Cc1nn(C)cc1NC(=O)CC12CC3CC(CC(C3)C1)C2 | -0.1 | i | -6% | -7% | 4% | -2% | 1% | 5% | 0.3%
CN(C)c1ccc(-c2nn3c(-c4cc(-c5ccccc5)n[nH]4)nnc3s2)cc1 | . | . | 1% | . | 2% | 2% | . | ? | .
CCN1C(=O)N(S(=O)(=O)c2ccc(C)cc2)[C@@H](c2ccccc2)C(C(=O)OC)=C1C | 1.1 | i | -20% | -15% | -4% | -1% | -1% | -15% | 4.3%
COC(=O)c1ccc(CSc2nc3ccccc3c(=O)n2N)cc1 | 1.4 | i | 19% | -2% | -20% | -5% | 1% | -12% | -0.7%
COc1ccc(C(c2nnnn2Cc2cccs2)N2CCN(c3ccc(F)cc3)CC2)cc1OC (stereo unspecified) | 0.0 | i | -7% | 6% | -4% | -6% | 0% | 3% | -0.7%
CCN(C(=O)COC(=O)c1cc(=O)c2ccccc2o1)c1c(N)n(Cc2ccccc2)c(=O)[nH]c1=O | -2.7 | i | 7% | -2% | -16% | -1% | 0% | -2% | ?
O=C(CCCN1C(=O)c2ccccc2C1=O)Nc1c(C(=O)C2CC2)oc2ccccc12 | -0.4 | i | 3% | 5% | -1% | 16% | -2% | 5% | 0.3%
O=C(CCCn1c(=O)c2sccc2n(CC(=O)NCc2ccco2)c1=O)NCc1ccco1 | -1.6 | . | . | 11% | 8% | -2% | 1% | -19% | -0.1%
